Giardia FBPA inh: qHTS Assay for Inhibitors of Fructose-1,6-bisphosphate Aldolase from Giardia Lamblia; 290,000 tested, 0.71% active; A8B2U2; purified Giardia FBPA; Potency, µM (series often up to 59.6 µM), for inactives: at the top dose activity, negative = inhibition, usual class: inhibitors; note: potency is the fitted concentration of half-maximal effect; % is set by controls: 0 for no effect and ±100 for the full control effect; nearly all actives have a fitted effect of over 55% in size
Target sequence (A8B2U2 whole entry, looked up): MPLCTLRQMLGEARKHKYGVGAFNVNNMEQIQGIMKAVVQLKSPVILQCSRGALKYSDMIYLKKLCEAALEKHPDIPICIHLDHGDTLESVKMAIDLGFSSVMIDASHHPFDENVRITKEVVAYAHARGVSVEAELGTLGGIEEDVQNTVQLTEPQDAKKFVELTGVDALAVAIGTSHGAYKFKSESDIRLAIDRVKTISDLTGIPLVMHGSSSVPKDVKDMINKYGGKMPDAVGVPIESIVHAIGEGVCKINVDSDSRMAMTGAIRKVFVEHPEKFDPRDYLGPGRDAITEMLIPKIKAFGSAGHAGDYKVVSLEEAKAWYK
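40 nM FBPA preincubated 10 min at RT with compound (up to 57.5 uM final), then substrate plus GAPDH/TPI/NAD/arsenate coupling and diaphorase/resazurin added. Fluorescence read after 20 min at RT, 525/598 nm.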
Shiga inhibitor: A qHTS for Small Molecule Inhibitors of Shiga Toxin; Vero cells, Shiga toxin protein synthesis inhibition reporter; inhibition, % at 38.7 µM; 290,000 tested, 9.2% active; in the data active = inhibition mostly above about 28%, no sharp cut-off; inactive = mostly below about 43%; note: 0% is about no effect
Cycloheximide cs: Cycloheximide Counterscreen for Small Molecule Inhibitors of Shiga Toxin | 300,000 tested, 12% active | max response, % | cell reporter, cycloheximide protein synthesis inhibition counterscreen; in the data active = max response mostly above about 13%, no sharp cut-off; inactive = mostly below about 14%; note: read at 38.3 µM for the half of the compounds with a filed dose; 0% is about no effect
HCMV antiviral: qHTS Assay for inhibitors of the human cytomegalovirus (HCMV). activity change, negative = inhibition, % at 57.5 µM. AID 1259415, 2018. HFF cells, HCMV-luciferase reporter, 72 h; active compounds read low. 410,000 tested, 4.5% active; in the data active = activity change below about -60%; inconclusive = no clear call, values can overlap the other calls; inactive = above about -39%; note: % is set by controls: 0 for no effect and ±100 for the full control effect
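Screen run at 2 compound doses on HFFs infected with reporter HCMV, MOI 1 PFU/cell. Luciferase activity from cell lysates at 72 h post infection gave inhibition relative to buffer-only and Salinomycin wells.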
AmpC no deterg: qHTS Inhibitors of AmpC Beta-Lactamase (assay without detergent); P00811; AmpC nitrocefin hydrolysis, absorbance 480 nm, 0.0001% Triton; Potency, µM (series often up to 57.1 µM), without a hit: top-dose activity change, negative = inhibition, hits mostly inhibitors; 330,000 tested, 0.52% active; AID 485341, 2010;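 note: potency is the fitted concentration of half-maximal effect; plate controls were no compound for no effect and no enzyme for full effect; nearly all actives have a fitted effect of over 20% in size; some results filed as inactive show a strong effect at the top dose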
Target sequence (P00811 whole entry, looked up): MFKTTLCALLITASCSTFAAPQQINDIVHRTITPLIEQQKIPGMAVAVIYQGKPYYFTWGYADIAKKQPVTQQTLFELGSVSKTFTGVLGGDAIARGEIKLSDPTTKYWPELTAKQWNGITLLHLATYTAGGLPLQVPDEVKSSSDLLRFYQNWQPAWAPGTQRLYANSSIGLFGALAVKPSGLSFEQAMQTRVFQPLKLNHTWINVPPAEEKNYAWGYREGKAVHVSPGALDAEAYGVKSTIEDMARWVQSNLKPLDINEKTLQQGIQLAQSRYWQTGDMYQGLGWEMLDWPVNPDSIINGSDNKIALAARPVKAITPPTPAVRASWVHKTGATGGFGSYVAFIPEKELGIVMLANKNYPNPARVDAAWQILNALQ
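AmpC (5.3 nM in the dispensed reagent) in 20 mM phosphate pH 7.0 with 0.01% (detergent screen) or 0.0001% Triton X-100 was preincubated with compounds for 15 min at room temperature. Nitrocefin was then added from an 800 uM solution, and hydrolysis was followed at 480 nm.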
AmpC detergent: qHTS Inhibitors of AmpC Beta-Lactamase (assay with detergent). Potency, µM (doses to about 114 µM), inactives show at the top dose activity change, negative = inhibition, most hits filed as inhibitors. 370,000 tested, 0.041% active. AID 485294, 2010. AmpC hydrolysis of nitrocefin, absorbance 480 nm, 0.01% Triton;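 note: potency is the fitted concentration of half-maximal effect; 0% = no-compound wells and -100% = no-enzyme wells; nearly all actives have a fitted effect of over 25% in size; some results filed as inactive show a strong effect at the top dose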
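AmpC (5.3 nM in the dispensed reagent) in 20 mM phosphate pH 7.0 with 0.01% (detergent screen) or 0.0001% Triton X-100 was preincubated with compounds for 15 min at room temperature. Nitrocefin was then added from an 800 uM solution, and hydrolysis was followed at 480 nm.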
AMA1-RON2 inh: qHTS for Inhibitors of AMA1-RON; Towards Development of Antimalarial Drug Lead: Primary Screen; Potency, µM (highest dose often 58.2 µM), for inactives: top-dose activity change, negative = inhibition, most hits filed as inhibitors; 360,000 tested, 0.2% active; AlphaScreen AMA1-biotinylated RON2 peptide binding; Plasmodium falciparum AMA1 (3D7) - RON2 peptide interaction;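 note: potency is the fitted concentration of half-maximal effect; 0% = vehicle wells and -100% = peptide control; nearly all actives have a fitted effect of over 45% in size; some results filed as inactive show a strong effect at the top dose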
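AMA1 (3D7) with his tag at 25 nM final met compounds first, then biotinylated RON2 peptide at 25 nM; detection used donor plus acceptor beads, 10 µg/mL apiece, read by AlphaScreen after 30 min at room temperature.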
An asterisk follows results filed as active; [ ] = another dose, or the depositor's remark. Unless noted, calls come from the whole dose curve; as a rule, active = well fitted curve in the direction sought with a large enough effect; inconclusive = small, poorly fitted or top-dose-only effect, or another doubt; inactive = no such curve, though single readings can be large; an effect the other way counts as inactive or inconclusive.

Results for Cc1ccc(-c2c3c(=O)n(C)c(=O)n(C)c3cn2Cc2ccccc2)cc1 ?
Giardia FBPA inh: -9%; Shiga inhibitor: -16; Cycloheximide cs: -2; HCMV antiviral: -5; AmpC no deterg: -1%; AmpC detergent: 3%; AMA1-RON2 inh: 6%

What do the screens show for `Cc1ccc(C(=O)N(c2ccccn2)C(C)c2ccco2)cc1` (stereo unspecified)?
Giardia FBPA inh: 2%; Shiga inhibitor: 31; Cycloheximide cs: 12; HCMV antiviral: -33; AmpC no deterg: -5%; AmpC detergent: -18%; AMA1-RON2 inh: 0%

How did O=C(Cc1ccccc1)N1CCN=C1SCc1cccc([N+](=O)[O-])c1 do in these assays?
Giardia FBPA inh: -3%; Shiga inhibitor: -8; Cycloheximide cs: 6; HCMV antiviral: -25; AmpC no deterg: -15%; AmpC detergent: -9%; AMA1-RON2 inh: -16%

What do the screens show for `CCOc1ccc(N(C(=O)CNC(=O)c2ccco2)C(C(=O)NC2CCCC2)c2ccncc2)cc1` (stereo unspecified)?
Giardia FBPA inh: 1%; Shiga inhibitor: -12; Cycloheximide cs: -4; HCMV antiviral: -11; AmpC no deterg: -6%; AmpC detergent: 3%; AMA1-RON2 inh: 17%

How did CC(C)N1CC23C=CC(O2)C(C(=O)OCc2ccccc2)C3C1=O (stereo unspecified) do in these assays?
Giardia FBPA inh: 1%; Shiga inhibitor: 12; Cycloheximide cs: -2; HCMV antiviral: 55; AmpC no deterg: 1%; AmpC detergent: 1%; AMA1-RON2 inh: 7%

Results for Fc1ccc(-n2c(-c3ccc4c(c3)OCO4)n[nH]c2=S)cc1Cl ?
Giardia FBPA inh: 9%; Shiga inhibitor: 13; Cycloheximide cs: 11*; HCMV antiviral: -1; AmpC no deterg: -22%; AmpC detergent: -6%; AMA1-RON2 inh: 90%[activator]

Results for Cc1cccc(NC(=O)NNC(=O)c2nn(C)cc2Br)c1 ?
Giardia FBPA inh: 7%; Shiga inhibitor: 20; Cycloheximide cs: 11; HCMV antiviral: -32; AmpC no deterg: -23%; AmpC detergent: 0%; AMA1-RON2 inh: 66%[activator]

What do the screens show for `Oc1ccc(C(c2nnnn2C2CCCCC2)N2CCOCC2)cc1` (stereo unspecified)?
Giardia FBPA inh: -6%; Shiga inhibitor: -6; Cycloheximide cs: 2; HCMV antiviral: inconclusive; AmpC no deterg: -6%; AmpC detergent: -4%; AMA1-RON2 inh: -4%

Results for c1ccc(-c2nc(N3CCNCC3)nc3ccccc23)cc1 ?
Giardia FBPA inh: 0%; Shiga inhibitor: -17; Cycloheximide cs: 4; HCMV antiviral: 18; AmpC no deterg: 19%; AmpC detergent: 10%; AMA1-RON2 inh: 30%[activator]

How did COc1cccc(CNC(=O)c2cc(S(=O)(=O)N3CCOCC3)cn2C)c1 do in these assays?
Giardia FBPA inh: 4%; Shiga inhibitor: 1; Cycloheximide cs: 5; HCMV antiviral: 3; AmpC no deterg: 11%; AmpC detergent: inconclusive; AMA1-RON2 inh: 0%

What do the screens show for `CON(C)C(=O)Nc1ccc(Br)c(Cl)c1`?
Giardia FBPA inh: -6%; Shiga inhibitor: 54*; Cycloheximide cs: 27*

Results for COCCCN(C(=S)NC(=O)C12CC3CC(CC(C3)C1)C2)c1c(N)n(Cc2ccccc2)c(=O)[nH]c1=O ?
Giardia FBPA inh: -6%; Shiga inhibitor: 10; Cycloheximide cs: -4; HCMV antiviral: 20; AmpC no deterg: 12%; AmpC detergent: 1%; AMA1-RON2 inh: 90%[activator]

How did Cc1ccccc1NC(=O)COc1ccc2c(c1)OC(C)(C)CC2=O do in these assays?
Giardia FBPA inh: 4%; Shiga inhibitor: 34*; Cycloheximide cs: 38*; HCMV antiviral: -24; AmpC no deterg: -11%; AmpC detergent: 4%; AMA1-RON2 inh: 6%

Results for CCOC(=O)C1(CCOc2ccccc2)CCN(Cc2cc(OC)c(O)cc2Cl)CC1 ?
Giardia FBPA inh: 4%; Shiga inhibitor: 22; Cycloheximide cs: -3; HCMV antiviral: -8; AmpC no deterg: 57%; AmpC detergent: -10%; AMA1-RON2 inh: -20%

What do the screens show for `Cn1ncc(Cl)c1C(=O)Nc1nnc(C2CC2)s1`?
Shiga inhibitor: -17; Cycloheximide cs: 2; HCMV antiviral: 55; AmpC no deterg: -8%; AmpC detergent: 1%; AMA1-RON2 inh: 0%

Results for O=C(CSc1n[nH]c(-c2ccccc2)n1)c1ccc(O)c(O)c1 ?
Giardia FBPA inh: 8.9µM*; Shiga inhibitor: -2; Cycloheximide cs: 3; HCMV antiviral: 25; AmpC no deterg: inconclusive; AmpC detergent: inconclusive; AMA1-RON2 inh: 13%

Results for O=C(CCCc1nc(-c2ccc(Cl)cc2)no1)NC1CCCC1 ?
Shiga inhibitor: -20; Cycloheximide cs: 2; HCMV antiviral: -84*; AmpC no deterg: 31%; AmpC detergent: -8%; AMA1-RON2 inh: -2%

Results for CS(=O)(=O)N1CC2CCCN2c2ccc(C(F)(F)F)cc21 (stereo unspecified) ?
Giardia FBPA inh: -1%; Shiga inhibitor: -2; Cycloheximide cs: -2; HCMV antiviral: 18; AmpC no deterg: 12%; AmpC detergent: -13%; AMA1-RON2 inh: -3%

What do the screens show for `O=C(COC(=O)C1CCCCC1)Nc1ccc(N2CCCCC2)cc1`?
Giardia FBPA inh: -1%; Shiga inhibitor: 17; Cycloheximide cs: 11; HCMV antiviral: -30; AmpC no deterg: 32%; AmpC detergent: 0%; AMA1-RON2 inh: inconclusive

Results for COc1cc(SC)ccc1C(=O)OC1CCOC1=O (stereo unspecified) ?
Giardia FBPA inh: 6%; Shiga inhibitor: 9; Cycloheximide cs: -1; HCMV antiviral: 5; AmpC no deterg: -8%; AmpC detergent: -11%; AMA1-RON2 inh: 6%

What do the screens show for `Cc1noc(C)c1COc1ccc(C(=O)N2CCN(S(=O)(=O)c3cccc(F)c3)CC2)cc1`?
HCMV antiviral: 6; AmpC no deterg: 120%[activator]; AMA1-RON2 inh: -11%

What do the screens show for `COc1ccc(OCCn2ccnc2C)cc1`?
Giardia FBPA inh: inconclusive; Cycloheximide cs: -3; HCMV antiviral: -22; AmpC no deterg: -41%; AmpC detergent: -17%; AMA1-RON2 inh: -9%

Results for Cc1oc(-c2ccccc2Cl)nc1CS(=O)CC(=O)NC1CC1 (stereo unspecified) ?
Shiga inhibitor: 15; Cycloheximide cs: 0; HCMV antiviral: 31; AmpC no deterg: -15%; AmpC detergent: 1%; AMA1-RON2 inh: 10%

What do the screens show for `CCOC(=O)C1=C(N)OC2=C(C(=O)CCC2)C12C(=O)N1c3c(ccc(C)c32)C(C)=CC1(C)C` (stereo unspecified)?
Giardia FBPA inh: 2%; Shiga inhibitor: -7; Cycloheximide cs: -1; HCMV antiviral: -3; AmpC no deterg: 197%[activator]; AmpC detergent: -2%; AMA1-RON2 inh: 1%

How did Cn1nc(C(=O)Nc2cccc(Cl)c2)cc1C(=O)Nc1cccc(Cl)c1 do in these assays?
Giardia FBPA inh: -7%; Shiga inhibitor: 12; Cycloheximide cs: -3; HCMV antiviral: inconclusive; AmpC no deterg: 16µM*; AmpC detergent: -4%; AMA1-RON2 inh: -2%

How did O=C(NCC1CCCO1)c1cc(C(=O)C2CC2)c[nH]1 (stereo unspecified) do in these assays?
Giardia FBPA inh: 2%; Shiga inhibitor: 3; Cycloheximide cs: 8; HCMV antiviral: 42; AmpC no deterg: -23%; AmpC detergent: 1%; AMA1-RON2 inh: -11%

Results for COc1ccccc1CN(C(=O)c1ccco1)C(C(=O)NC1CCCC1)c1ccncc1 (stereo unspecified) ?
Giardia FBPA inh: -10%; Shiga inhibitor: 16; Cycloheximide cs: -7; HCMV antiviral: -18; AmpC no deterg: 1%; AmpC detergent: inconclusive; AMA1-RON2 inh: -3%

How did O=C(Nc1ccnn1C1CCN(Cc2ccc(CO)o2)CC1)c1ccc2c(c1)OCO2 do in these assays?
Giardia FBPA inh: -4%; Shiga inhibitor: -9; Cycloheximide cs: -1; HCMV antiviral: 59; AmpC no deterg: -4%; AmpC detergent: inconclusive; AMA1-RON2 inh: -1%

How did O=C(Nc1nc(-c2cccc([N+](=O)[O-])c2)cs1)C(c1ccccc1)c1ccccc1 do in these assays?
Giardia FBPA inh: -6%; Shiga inhibitor: 12; Cycloheximide cs: -1; HCMV antiviral: 23; AmpC no deterg: inconclusive; AmpC detergent: 2%; AMA1-RON2 inh: 6%

What do the screens show for `COc1ccc(OC)c(NC(=O)Nc2cc(NC(=O)Nc3cc(OC)ccc3OC)c(C)nc2C)c1`?
Giardia FBPA inh: -5%; Shiga inhibitor: 5; Cycloheximide cs: 0; HCMV antiviral: 0; AmpC no deterg: -33%; AmpC detergent: 9%; AMA1-RON2 inh: 5%

How did COc1ccc(C(=O)Nc2ccnn2C2CCN(Cc3cccnc3)CC2)cc1 do in these assays?
Giardia FBPA inh: 5%; Shiga inhibitor: -6; Cycloheximide cs: -1; HCMV antiviral: -24; AmpC no deterg: -9%; AmpC detergent: -1%; AMA1-RON2 inh: -7%

Results for NS(=O)(=O)c1ccc(C(=O)O)cc1 ?
Giardia FBPA inh: 3%; Shiga inhibitor: -10; Cycloheximide cs: -1; HCMV antiviral: -27; AmpC no deterg: -50%; AmpC detergent: inconclusive; AMA1-RON2 inh: 3%

How did O=C1c2ccccc2C(=O)N1Cc1cccnc1 do in these assays?
Giardia FBPA inh: 2%; Shiga inhibitor: -16; Cycloheximide cs: -1; HCMV antiviral: 38; AmpC no deterg: -6%; AmpC detergent: -1%; AMA1-RON2 inh: -11%

What do the screens show for `COc1cc(C(=O)N2CCC(c3nc(-c4cccnc4)no3)CC2)cc(OC)c1OC`?
Giardia FBPA inh: 4%; Shiga inhibitor: -4; Cycloheximide cs: -1; HCMV antiviral: 18; AmpC no deterg: 27%; AmpC detergent: -14%; AMA1-RON2 inh: -7%

How did CO/N=C/C(NC(=O)c1ccc(C(F)(F)F)cc1)C(=O)OC (stereo unspecified) do in these assays?
Giardia FBPA inh: -16%; Shiga inhibitor: 48; Cycloheximide cs: 23*; HCMV antiviral: -26; AmpC no deterg: 1%; AmpC detergent: -20%; AMA1-RON2 inh: 6%

How did C=CCn1c(CNS(=O)(=O)c2ccc(Br)cc2)nnc1SC do in these assays?
Shiga inhibitor: -7; Cycloheximide cs: -1; HCMV antiviral: -10; AmpC no deterg: -2%; AmpC detergent: -14%; AMA1-RON2 inh: 12%

Bioassay records as filed in PubChem.
